Screening results deposited in PubChem BioAssay by National Center for Advancing Translational Sciences (NCATS).
POLI inh – DNA polymerase iota (human) inhibition; Potency, µM (series often up to 115 µM), for inactives: top-dose activity, negative = inhibition, actives largely listed as inhibitors; Pol iota fluorescent replication assay, 10 min; Q9UNA4; 390,000 compounds, 1% hits; also: potency is read from the fitted curve at half-maximal effect
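Fluorescent replication assay read twice, at 0 min and 10 min after adding 50 nM (final) substrate. Enzyme (10 nM) and compounds were first incubated 15 min at room temperature; enzyme-free buffer wells were negative controls.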
BLM helicase inh – inhibitors of human Bloom syndrome helicase BLM; P54132; Potency, µM (highest dose often 56.1 µM), without a hit: at the highest dose activity change, negative = inhibition, most hits filed as inhibitors; recombinant BLM DNA unwinding, fluorescence dequenching; 350,000 compounds, 0.2% hits;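 also: potency is read from the fitted curve at half-maximal effect; plate controls were vehicle for no effect and no enzyme for full effect; nearly all actives have a fitted effect of over 35% in size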
APEX1 inh – inhibitors of human APE1 endonuclease. Potency, µM (top dose mostly 65.8 µM), for inactives: at the highest dose activity change, negative = inhibition, usual class: inhibitors. 350,000 compounds, 0.35% hits. P27695. recombinant APE1, TAMRA/BHQ-2 abasic DNA cleavage fluorescence;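 also: potency is read from the fitted curve at half-maximal effect; plate controls were vehicle for no effect and reference inhibitor for full effect; nearly all actives have a fitted effect of over 55% in size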
Target sequence (P27695 whole entry, looked up): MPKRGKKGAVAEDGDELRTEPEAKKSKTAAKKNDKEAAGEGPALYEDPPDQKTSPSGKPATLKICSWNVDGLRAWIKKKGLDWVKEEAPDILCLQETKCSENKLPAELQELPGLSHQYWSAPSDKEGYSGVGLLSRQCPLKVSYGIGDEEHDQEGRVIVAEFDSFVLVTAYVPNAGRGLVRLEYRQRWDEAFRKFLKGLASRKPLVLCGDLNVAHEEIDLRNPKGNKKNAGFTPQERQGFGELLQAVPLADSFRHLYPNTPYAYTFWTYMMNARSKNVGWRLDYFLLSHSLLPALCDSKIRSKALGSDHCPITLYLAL
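Incision of a quenched TAMRA/BHQ-2 THF abasic-site duplex (50 nM) by 0.75 nM APE1, after 15 min compound preincubation, measured as fluorescence increase over three 60 s reads. Values normalized to buffer, DMSO and NSC13755 control wells.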
Tb PGK inh – inhibitors of T. brucei phosphoglycerate kinase; P07378; 380,000 compounds, 0.043% hits; Potency, µM (highest dose often 57.5 µM), for the others: at the top dose activity change, negative = inhibition, usual class: inhibitors; PGK/GAPDH coupled, Kinase-Glo luminescence, 60 min; also: potency is read from the fitted curve at half-maximal effect; % is scaled to controls: 0 for no effect and ±100 for the full control effect; nearly all actives have a fitted effect of over 60% in size
Target sequence (P07378 whole entry, looked up): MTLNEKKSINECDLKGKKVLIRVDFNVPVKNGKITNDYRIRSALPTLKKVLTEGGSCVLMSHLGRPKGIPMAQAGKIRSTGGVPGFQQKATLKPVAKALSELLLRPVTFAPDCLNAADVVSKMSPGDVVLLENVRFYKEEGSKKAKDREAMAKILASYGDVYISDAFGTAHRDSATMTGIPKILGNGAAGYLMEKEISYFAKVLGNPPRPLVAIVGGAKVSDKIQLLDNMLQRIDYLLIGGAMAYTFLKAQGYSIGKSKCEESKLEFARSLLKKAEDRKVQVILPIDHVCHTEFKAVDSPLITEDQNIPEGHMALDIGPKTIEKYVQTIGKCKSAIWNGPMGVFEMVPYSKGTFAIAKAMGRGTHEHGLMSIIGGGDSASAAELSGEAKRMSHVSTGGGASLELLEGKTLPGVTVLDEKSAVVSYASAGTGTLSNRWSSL
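Recombinant glycosomal PGK reaction used 1,3-bisphosphoglycerate generated in-well by GAPDH (100nM final) in 100mM TEA pH 7.6, 5mM MgCl2, 0.01% Tween-20. After 60 minutes at room temperature, ATP was read by Kinase-Glo Plus luminescence end-point.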
RXFP1 antag – RXFP1 (human) relaxin receptor antagonism. activity change, negative = inhibition, % at 57.5 µM. 350,000 compounds, 0.59% hits. Q9HBX9. AID 1259400. HEK293-RXFP1, relaxin-stimulated cAMP HTRF, 30 min; hits give low values;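 active = activity change of -60% or lower, but not beyond a set lower limit; inconclusive = change between -60% and -40%, or beyond the set limit; inactive = change above -40%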; also: % is scaled to controls: 0 for no effect and ±100 for the full control effect
Pol kappa inh – DNA polymerase kappa (human) inhibition; purified Pol kappa, fluorescent DNA synthesis assay, 10 min; 400,000 compounds, 0.53% hits; Q9UBT6; Potency, µM (top dose mostly 107 µM), for inactives: top-dose activity, negative = inhibition, actives largely listed as inhibitors; also: potency is read from the fitted curve at half-maximal effect; % is scaled to controls: 0 for no effect and ±100 for the full control effect
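Kinetic fluorescence readout at 0 and 10 min followed reaction start with substrate at 50 nM final. Beforehand, enzyme (10 nM Pol kappa) stood 15 min with compound at room temperature; buffer-only wells were negative controls.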
Apoferritin bind – candidate novel general anesthetic via apoferritin binding; P02791; apoferritin/1-aminoanthracene competitive binding, fluorescence; Potency, µM (highest dose often 77.5 µM), inactives show at the top dose activity change, negative = displacement, usual class: inhibitors; 350,000 compounds, 0.074% hits; AID 485281; also: potency is read from the fitted curve at half-maximal effect; % is scaled to controls: 0 for no effect and ±100 for the full control effect; nearly all actives have a fitted effect of over 20% in size
Target sequence (P02791 2-175 limits assumed): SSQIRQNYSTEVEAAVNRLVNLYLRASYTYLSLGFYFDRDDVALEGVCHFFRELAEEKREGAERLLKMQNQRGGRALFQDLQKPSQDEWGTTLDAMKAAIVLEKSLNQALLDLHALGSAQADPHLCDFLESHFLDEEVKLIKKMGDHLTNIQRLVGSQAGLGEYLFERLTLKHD
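10 uM apoferritin + 50% sat. 1-AMA, PBS; cpd 10 min RT; Ex380/Em535 endpoint; normalized to free probe vs complex; 4-param Hill fit; propofol titration as pos. ctrl.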
POLH inh – inhibitors of human DNA polymerase eta. Potency, µM (series often up to 114 µM), for the others: at the top dose activity change, negative = inhibition, hits mostly inhibitors. Q9Y253. 390,000 compounds, 1.2% hits. AID 588591. recombinant Pol eta, fluorescent DNA replication assay; also: potency is read from the fitted curve at half-maximal effect; % is scaled to controls: 0 for no effect and ±100 for the full control effect
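Pol eta (10 nM) was preincubated with compounds for 15 min at room temperature, after which fluorescent replication substrate (50 nM final) was added to start the reaction. Fluorescence was read kinetically at 0 and 10 min.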
POLB inh – DNA polymerase beta (human) inhibition; P06746; Pol beta primer extension/strand displacement, fluorescence kinetic; Potency, µM (highest dose often 114 µM), without a hit: at the top dose activity change, negative = inhibition, most hits filed as inhibitors; 340,000 compounds, 1.3% hits; also: potency is read from the fitted curve at half-maximal effect; % is scaled to controls: 0 for no effect and ±100 for the full control effect
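Homogeneous kinetic assay of primer extension and strand displacement by 10 nM Pol beta, preincubated 15 min at room temperature with compound before 50 nM substrate (final) was added. Read at 0 and 10 min; four-parameter Hill fit.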
* = called active by the depositor; i = inactive; ? = inconclusive; · = no result given; & = joins results of further samples; [ ] = another dose, or the depositor's remark. Unless noted, calls follow the shape of the dose curve; as a rule, active = well fitted curve in the direction sought with a large enough effect; inconclusive = small, poorly fitted or top-dose-only effect, or another doubt; inactive = no such curve, though single readings can be large; an effect the other way counts as inactive or inconclusive. Not all compounds are listed (hit frequency here may not be typical).

nr	mol	POLH inh	POLB inh	Apoferritin bind	RXFP1 antag	Tb PGK inh	BLM helicase inh	POLI inh	Pol kappa inh	APEX1 inh
1	CCOC(=O)c1cc(NC(=O)NC2CCCCC2)c(C)nc1C	-9.1%	-13.3%	-2.9%	8.7	-6.2%	-0.8%	35.0%[activator]	-9.3%	43.6%
2	O=C(CSc1nc2ccsc2c(=O)n1-c1ccc(Cl)cc1)NCc1ccc(Cl)cc1	-9.1%	28.8%	-5.0%	·	-1.3%	-2.2%	16.8%	-10.7%	·
3	O=C(Cn1ncc2c1-c1ccccc1OC2)N1CCN(c2ccccc2)CC1	-16.3%	10.2%	-10.3%	·	-1.1%	-1.2%	29.5%	8.1%	·
4	O=C(OCc1cccc([N+](=O)[O-])c1)c1cc(=O)[nH]c2ccccc12	·	17.4%	-9.0%	·	·	-2.2%	·	·	-3.3%
5	CC[C@@]1(C(=O)OC)N[C@H](CN(C)C(C)=O)[C@@H]2C(=O)N(Cc3ccccc3)C(=O)[C@@H]21	-20.6%	·	·	·	3.2%	·	9.6%	1.4%	6.7%
6	COc1ccccc1CC(NC(C)=O)C(=O)NC1CCN(C(=O)Nc2ccccc2C)CC1 (stereo not given)	-4.5%	32.7%	2.7%	5.1	-4.6%	-5.2%	-3.1%	-3.0%	75.0%[activator]
7	CCCCCn1c(C(C)NC(=O)CCC)nc2ccccc21 (stereo not given)	-2.8%	-0.2%	-4.1%	-9.0	-3.2%	-3.5%	-16.4%	-18.5%	-3.8%
8	CN1/C(=C/C(=S)NC(=O)C2CCC2)C(C)(C)c2ccccc21	-25.3%	2.5%	-19.2%	-26.3	i	-3.2%	115.6%[activator]	-23.6%	-0.1%
9	CCCn1c(N)c(N(CCOC)C(=O)CSc2cc(C)c3ccccc3n2)c(=O)[nH]c1=O	-14.3%	·	·	0.9	-9.0%	·	-2.5%	3.7%	·
10	COc1cc2nc(CN3C(=O)c4ccccc4C3=O)oc(=O)c2cc1OC	-2.9%	12.4%	-9.5%	1.6	-7.7%	0.9%	8.6%	-1.4%	-4.4%
11	COc1ccc(NS(=O)(=O)c2ccc(NC(C)=O)cc2)cc1OC	-13.0%	0.1%	-0.1%	-11.8	0.3%	1.2%	18.5%	-2.4%	0.1%
12	Cc1ccc(OCC(=O)NNC(=O)c2ccco2)c(C)c1	6.1%	?	-7.6%	13.2	-8.1%	-0.1%	-3.6%	-4.9%	-6.1%
13	Nc1ncnc2c1ncn2C1CCCC(CO)O1 (stereo not given)	-3.7%	·	·	2.3	8.6%	·	19.3%	0.5%	·
14	CN(C)Cc1c(C(=O)N/N=C/c2cccc(OCc3ccccc3)c2)nnn1-c1nonc1N	-19.6%	-8.0%	-9.8%	-14.6	-3.1%	-5.0%	2.3%	3.4%	47.0%[activator]
15	O=C(Nc1ccccc1)c1nccn1Cc1ccc(F)cc1	-2.9%	-22.6%	-10.3%	-0.9	-1.4%	-7.6%	5.0%	-9.7%	?
16	Cc1ccccc1OCC(=O)OCC(=O)NCc1cccs1	-10.0%	0.1%	-4.3%	-14.8	-8.2%	-1.8%	5.7%	6.9%	-1.5%
17	COc1ccc(S(=O)(=O)N2CCN(c3ccccc3F)CC2)cc1-c1noc(C)n1	-14.3%	8.91µM*	6.0%	4.6	i	-12.6%	88.3%[activator]	-16.9%	·
18	COc1cc(/C=C2\SC(=S)N(NS(=O)(=O)c3ccc(C)cc3)C2=O)cc(OC)c1OC	-2.4%	12.6%	8.6%	0.7	4.7%	-3.5%	-23.2%	-18.9%	-3.2%
19	CCc1sc(Nc2cccc(Cl)c2C)nc1-c1cc2cccc(OC)c2oc1=O	-18.9%	38.0%[activator]	-1.3%	3.1	8.1%	-5.2%	1.2%	-4.8%[60.1 µM]	·
20	Cc1cccc(-c2noc(Cc3ccccc3)n2)c1	-6.5%	3.3%	-20.4%	-16.7	-7.6%	-3.8%	-9.1%	-9.6%[60.1 µM]	-2.4%
21	COc1ccc(N2CCN(C(=O)CCc3nnc4n(C)c(=O)c5sccc5n34)CC2)cc1	-7.1%	1.0%	-3.4%	·	-1.1%	-2.8%	-29.8%	-20.7%	·
22	CC(=O)N/C(=C\c1ccccc1)C(=O)OCC(=O)Nc1ccc(C)c(S(=O)(=O)N(C)C)c1	-25.5%	·	·	-6.9	-5.3%	·	35.2%[activator]	-5.4%	9.7%
23	CCN1CCN(C(=O)c2cc(COc3ccc(C(C)=O)cc3OC)on2)CC1	-19.6%	49.7%	-10.0%	2.7	-4.0%	1.7%	17.6%	4.7%	27.9%
24	COc1cc(C(=O)NCC(=O)N/N=C(/C)c2cccs2)cc(OC)c1OC	-13.3%	23.7%	6.6%	5.5	7.3%	-0.5%	22.4%	-8.7%	3.1%
25	Cc1ccc(Nc2c(-c3ccccn3)nc3cccc(C)n23)cc1	?	3.4%	-20.7%	4.9	-8.0%	-1.1%	1.3%	-11.4%	9.0%
26	COc1ccccc1-n1cnnc1SCC(=O)Nc1cccc(S(=O)(=O)N2CCCCC2)c1	·	4.1%	-3.3%	·	·	-3.7%	·	·	-1.6%
27	COc1ccccc1CNS(=O)(=O)c1cc2c3c(c1)CCC(=O)N3CCC2	9.2%	·	·	-5.4	-1.8%	·	8.8%	-5.0%	6.8%
28	CC(=O)c1ccc(N2CCN(S(=O)(=O)c3cn(C)cn3)CC2)cc1	12.1%	27.5%	11.1%	35.4	-7.2%	-2.5%	18.0%	-2.8%	9.2%
29	O=C(CSc1ccc2nnc(-c3ccccn3)n2n1)Nc1ccc2c(c1)OCO2	-0.6%	-17.9%	-0.9%	·	-2.4%	-9.9%	-7.3%	-32.7%	1.2%
30	C=C[C@@H]1c2c(F)cccc2N(S(=O)(=O)c2ccc(C)cc2)[C@H](c2ccc(C(=O)OC)cc2)C1(C#N)C#N	-15.9%	·	·	·	1.3%	·	19.7%&18.8%	1.0%&-22.7%	1.9%
31	O=C(Nc1cccc(Cl)c1)Nc1nnc(CC2=CCCCC2)s1	-0.9%	-10.1%	-5.2%	-8.6	-3.2%	-1.9%	-2.5%	-3.1%	8.5%
32	O=c1n(Cc2ccc([N+](=O)[O-])cc2)c2ccccc2c2nc(-c3ccccc3)nn12	-2.9%	-0.1%	6.5%	9.4	i	-0.9%	?	-16.2%[60.1 µM]	·
33	CCNC(=O)CP(=O)(c1ccccc1)c1ccccc1	-10.0%	11.2%	-6.6%	-0.1	2.9%	1.9%	3.1%	-14.5%	-1.8%
34	O=C(CSc1n[nH]c(-c2ccco2)n1)Nc1ccc(F)cc1	-11.4%	0.8%	1.8%	-6.9	-11.2%	-1.0%	43.0%[activator]	-2.4%	14.8%
35	CCc1ccc(C2C(C#N)=C(N)N(N(C)C)C3=C2C(=O)CCC3)s1 (stereo not given)	-9.7%	13.3%	-20.3%	-2.5	5.4%	-18.2%	42.7%[activator]	-0.7%	?
36	CC(C)CCN1CCN(Cc2cccc3cccnc23)CC1CCO (stereo not given)	-16.8%	21.0%	-8.1%	-1.1	-5.9%	3.5%	108.6%[activator]	-8.0%	1.9%

An excerpt from above, reduced to BLM helicase inh and Pol kappa inh.
No. | compound | BLM helicase inh | Pol kappa inh
15 | O=C(Nc1ccccc1)c1nccn1Cc1ccc(F)cc1 | -7.6% | -9.7%
26 | COc1ccccc1-n1cnnc1SCC(=O)Nc1cccc(S(=O)(=O)N2CCCCC2)c1 | -3.7% | ·

The results go on.
nr	mol	POLH inh	POLB inh	Apoferritin bind	RXFP1 antag	Tb PGK inh	BLM helicase inh	POLI inh	Pol kappa inh	APEX1 inh
37	O=C(/C=C/c1ccc(Cl)cc1)c1ccc([N+](=O)[O-])o1	-21.5%	·	·	·	i	·	?	12.5%	30.0%
38	O=C(CSc1ccc(-c2ccc(F)cc2)nn1)NCC1CCCO1 (stereo not given)	-18.7%	?	-1.3%	5.7	-4.3%	-1.5%	4.5%	15.7%	-2.5%
39	O=C(NCc1ccc(F)cc1)Nc1ccccc1	-24.4%	?	-12.0%	8.2	i	-3.9%	35.3%	5.1%	54.5%[activator]
40	CC(C)NC(=O)N(C)C[C@H]1Oc2ccc(NC(=O)Nc3ccccc3)cc2C(=O)N([C@@H](C)CO)C[C@@H]1C	-18.8%	·	·	·	-4.5%	·	12.7%	10.9%	6.3%
41	CCc1ccccc1NC(=O)c1ccc([N+](=O)[O-])s1	-6.7%	4.6%	-23.7%	-9.6	-4.6%	-6.8%	97.9%[activator]	-7.3%	-4.5%
42	NS(=O)(=O)c1cccc(NC(=O)COC(=O)/C=C/c2ccco2)c1	?	?	-13.6%	-9.7	-7.0%	-1.8%	?	-25.6%	?
43	O=C(COC(=O)/C=C/c1ccc(OC(F)F)cc1)Nc1cccc(S(=O)(=O)N2CCOCC2)c1	-20.3%	·	·	-9.4	-0.9%	·	12.3%	-0.8%	-3.4%
44	CC(C)c1ccc(OCC(O)CNC(C)c2ccccc2)cc1 (stereo not given)	-18.2%	3.3%	-7.9%	?	-4.2%	-4.0%	70.8%[activator]	-4.7%	-9.8%
45	CC(C)(C)OC(=O)CN1C(=O)NC2(CCCc3ccccc32)C1=O (stereo not given)	-11.9%	-2.3%	-13.3%	7.4	5.9%	-2.8%	?	0.0%	17.8%
46	COc1ccc2cc3c(N)nn(C(=O)c4ccc(Cl)c([N+](=O)[O-])c4)c3nc2c1	?	1.58µM*	-7.9%	·	-10.5%	-18.3%	?	-10.1%	-2.7%
47	O=C(c1ccco1)N1CCN(CC(O)COc2ccc(Br)cc2)CC1 (stereo not given)	-12.4%	0.0%	-1.5%	-10.2	-5.1%	-4.2%	-12.3%	-8.1%	21.6%
48	CCOC(=O)C1CCCN(C(=O)c2cccs2)C1 (stereo not given)	3.3%	-15.8%	1.0%	19.5	5.7%	-3.1%	7.4%	-3.9%	-1.2%
